DPM-DC inhibit: blocks S. pneumoniae diphosphomevalonate decarboxylase; purified DPM-DC, PK/LDH coupled NADH fluorescence; calls only at 10 µM; 65,000 compounds, 0.49% hits; AID 556;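 active = the 320 compounds with the highest percent inhibition in the single-dose primary screen, excluding strongly autofluorescent ones, cut at about 32% in these data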;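 also: kinetic rate of NADH fluorescence loss reporting ADP formed by the decarboxylase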
HT1080 cytotoxicity: HT1080 cell viability loss – fluorescence readout (AID 620). HT1080 viability, fluorescence; higher % means a stronger effect. cytotoxicity, % at 10 µM, or EC50 in µM where a hit was titrated. 87,000 compounds, 0.42% hits;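 also: cells exposed to compound overnight then 4 h with Alamar Blue; 0% = vehicle DMSO and 100% = killing control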
Spn PMK inh: inhibitors of Streptococcus pneumoniae phosphomevalonate kinase. inhibition, % at 10 µM. 65,000 compounds, 0.49% hits. purified PMK, PK/LDH-coupled NADH absorbance 340 nm;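 active = top-ranked compounds by inhibition in the single 10 µM screen, taking a fixed number of the strongest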;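 also: 0% = full reaction with DMSO carrier and 100% = background rate without enzyme reaction; no value below 0 was filed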
LYP inhibition: inhibition of human PTPN22 tyrosine phosphatase – biochemical, DiFMUP fluorescence, recombinant catalytic domain, 10 µM, primary screen (AID 606); inhibition, % at 10 µM, or IC50 in µM where a hit was titrated; recombinant LYP catalytic domain, DiFMUP fluorescence; higher % means a stronger effect; 52,000 tested, under 10 active;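 active = IC50 under 40 µM in the dose-response test; inactive = IC50 of 40 µM or more, or never dose-tested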
Bfl-1 displacement: displacement of Bid BH3 peptide from Bfl-1 – biochemical, fluorescence polarization, FITC-Bid, mouse, primary screen (AID 432); displacement, % at 20 µM, or IC50 in µM where a hit was titrated; 64,000 compounds, 0.02% hits; FITC-Bid BH3 peptide fluorescence polarization displacement; higher % means a stronger effect; in the data active = a potency from the dose series; inactive = the rest, 99 in 100 with displacement below about 15%; also: strong numbers were not always called active
Alkaline phosphatase: inhibition of tissue-nonspecific alkaline phosphatase – biochemical, luminescent (AID 518). 64,000 compounds, 0.09% hits. purified TNAP enzyme, luminescent substrate readout; higher % means a stronger effect. one-dose inhibition, % at 20 µM; IC50 in µM for titrated hits; in the data active = a potency from the dose series; inactive = the rest, 99 in 100 with inhibition below about 22%;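 also: plate controls were vehicle for no effect and reference inhibitor for full effect; many of its hits are not listed in these tables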
HPDE-C7 viability: HPDE-C7 pancreatic duct cell viability loss – fluorescence, HTS (AID 430). HPDE-C7 pancreatic duct cells viability, fluorescence; higher % means a stronger effect. cytotoxicity, % at 10 µM; hits with a dose series show EC50 in µM. 63,000 compounds, 1.8% hits;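 also: cells exposed to compound for 48 hours before viability readout; 0% = vehicle and 100% = reference cytotoxic drug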
MK inhibit: S. pneumoniae mevalonate kinase inhibition | purified MK, PK/LDH-coupled NADH absorbance 340 nm | inhibition, % at 10 µM | 65,000 compounds, 0.48% hits;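 active = ranked among the strongest by inhibition in the single 10 µM screen, a fixed top-ranked set picked for dose follow-up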; also: no value below 0 was filed
HPDE-C7K KRASV12: cytotoxicity in KRAS-transformed pancreatic duct cells, primary screen, cell-based, fluorescence, HTS (AID 431); HPDE-C7K KRASV12 cells, Alamar Blue viability, 48 h; higher % means a stronger effect; one-dose cytotoxicity, % at 10 µM; EC50 in µM for titrated hits; 63,000 compounds, 1.7% hits;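 active = compounds whose percent cytotoxicity in the single-dose primary screen, scaled between solvent and toxic-drug controls, exceeds 50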;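 also: 0% = DMSO solvent wells and 100% = doxorubicin-treated wells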
Spn PMK inh pilot replicates: also measured in Spn PMK inh; calls as there; inhibition, %; measured here: pilot screen replicates
MK inhibit pilot replicates: second read-out of MK inhibit, no call of its own (marks repeat the call); inhibition, %; measured here: pilot screen replicates
DPM-DC inhibit pilot screen %: recorded beside DPM-DC inhibit, whose call it bears; inhibition, %; measured here: pilot screen trials
An asterisk follows results filed as active; i = inactive; x = no result given. Rule as the data show it, unless noted: active = cytotoxicity above about 50%; inactive = the rest.

SMILES	DPM-DC inhibit	HT1080 cytotoxicity	Spn PMK inh	LYP inhibition	Bfl-1 displacement	Alkaline phosphatase	HPDE-C7 viability	MK inhibit	HPDE-C7K KRASV12	others
CCOC(=O)c1ccc(NC(=O)NC(C)C2CCCO2)cc1 (configuration not stated)	i	-1.7%	4.0	1.6%	4.8%	3.8%	-2.9%	4.0	-0.2%	Spn PMK inh pilot replicates=0.0;MK inhibit pilot replicates=1.5;DPM-DC inhibit pilot screen %=0.0
Cn1cc(C(=O)NCCN2CCN(c3cccc(Cl)c3)CC2)c2c3ccccc3n(C)c2c1=O	i	-24.2%	5.0	-0.5%	13.4%	4.2%	-12.1%	0.0	-0.5%
C=CCSc1nc2c(c(=O)[nH]c(=O)n2C)n1Cc1ccc(C)cc1	i	-5.1%	5.0	-6.2%	-0.9%	7.3%	-6.6%	4.0	-3.3%
COC(=O)c1ccc(NC(=O)CN2C(=O)CSC2=O)cc1	i	-0.5%	19.0	12.6%	-2.2%	-5.6%	-0.8%	9.0	21.1%	Spn PMK inh pilot replicates=8.5;MK inhibit pilot replicates=4.0;DPM-DC inhibit pilot screen %=0.0
COc1cccc(NS(=O)(=O)c2ccc3c(c2)n(C)c(=O)c(=O)n3C)c1	i	-2.0%	2.0	x	-6.0%	9.3%	0.6%	6.0	12.1%
CN1CC=C2C(C#N)=C(N)C(C#N)(C#N)C(CCc3ccccc3)C2C1 (configuration not stated)	i	-13.4%	1.0	x	25.4%	6.9%	6.4%	3.0	6.8%
CCn1c(C(C#N)/C(=N\S(=O)(=O)c2cccs2)c2ccccc2)nc2ccccc21 (configuration not stated)	i	3.7%	2.0	x	0.6%	1.6%	-5.1%	8.0	3.4%	Spn PMK inh pilot replicates=0.0;MK inhibit pilot replicates=0.0;DPM-DC inhibit pilot screen %=0.0
COc1ccc(S(=O)(=O)NCc2ccccn2)c(Cl)c1Cl	i	-4.4%	4.0	8.4%	4.4%	17.5%	-2.6%	4.0	3.5%
COCCNC(=O)Cn1nc(C)c2ccccc2c1=O	i	6.8%	12.0	2.2%	-6.6%	5.6%	5.3%	9.0	21.4%
COc1ccc(CCNC(=O)CC2COc3ccccc3O2)cc1OC (configuration not stated)	i	-0.5%	0.0	x	-6.6%	17.1%	-1.4%	0.0	6.3%	Spn PMK inh pilot replicates=0.0;MK inhibit pilot replicates=0.0;DPM-DC inhibit pilot screen %=1.5
CCOC(=O)c1c(C)[nH]c2cc(Br)c(OC)cc12	i	-9.0%	0.0	5.6%	-5.1%	8.4%	12.9%	6.0	7.7%
CCSc1nnc(-c2ccccc2NC(=O)CC)c(=O)[nH]1	i	5.6%	0.0	3.0%	-6.7%	7.9%	-5.5%	6.0	-3.5%
O=C(NCc1ccccc1)N1CCC(n2cnc3cc(F)ccc32)CC1	i	-11.9%	12.0	x	-4.5%	-0.2%	-3.6%	0.0	-2.5%
COC(=O)c1ccc(NC(=O)CSc2nncn2C)cc1	i	3.9%	8.0	x	0.0%	-2.0%	0.6%	0.0	-3.9%
CN(C(=O)c1cccc(C#N)c1)c1nnc(C2CCOC2)s1 (configuration not stated)	i	-3.2%	21.0	0.1%	1.7%	-0.4%	-14.2%	0.0	-13.0%
O=C(O)c1ccccc1NS(=O)(=O)c1ccccc1C(F)(F)F	i	-1.0%	7.0	1.8%	-4.2%	2.0%	33.6%	8.0	46.0%
CCOC(=O)C(C(=O)OCC)=C1OC(=O)c2ccccc21	i	-8.1%	13.0	x	-6.0%	14.6%	x	9.0	x
CCOC(=O)CC1=NS(=O)(=O)c2ccccc2N1	i	15.6%	16.0	x	1.9%	6.9%	3.4%	7.0	3.0%
N#Cc1c(N)nc(SCC(=O)OCc2ccccc2)c(C#N)c1-c1ccco1	i	4.5%	6.0	8.7%	-0.1%	2.9%	-21.9%	9.0	-19.9%
CCn1ncc(C2=NOC(C(=O)N3CCN(c4ccccc4)CC3)C2)c1C (configuration not stated)	i	-8.3%	3.0	5.8%	-6.4%	3.2%	-8.2%	2.0	-3.4%
COCC(=O)N(C)C1(c2nnnn2CCOC(=O)Nc2cccc3ccccc23)CCCC1	i	3.3%	5.0	-0.1%	-2.1%	6.7%	-12.0%	10.0	-6.0%
CCOc1ccccc1-c1nn2c(Cc3ccccc3)nnc2s1	i	0.8%	14.0	10.8%	2.6%	6.2%	-4.2%	6.0	-6.6%
COc1cc2c(cc1OC)C(C(=O)Nc1ccccn1)C(c1cccnc1)N(C)C2=O (configuration not stated)	i	-4.7%	0.0	13.9%	-2.6%	1.3%	-3.9%	8.0	-3.6%
COc1ccc(OC)c(CN2CCN(C(=O)c3cccc4ccccc34)CC2)c1	i	8.8%	15.0	4.1%	2.2%	18.1%	-0.1%	4.0	4.9%
CN(CC(=O)N1CCc2ccccc21)S(=O)(=O)c1ccc(Cl)cc1	i	2.1%	0.0	18.6%	-9.7%	15.3%	5.1%	2.0	1.1%
CCOc1ccccc1NC(=O)CSc1nnc(CNC(=O)c2ccco2)o1	i	x	18.0	6.6%	-4.2%	12.4%	6.4%	2.0	-2.7%
CN(C(=O)CSc1nc(-c2ccc(F)cc2)cs1)C1CCS(=O)(=O)C1 (configuration not stated)	i	4.5%	13.0	-2.3%	-8.9%	-2.7%	-12.8%	0.0	-22.0%
CC(=O)NC(O)C(=O)c1ccccc1 (configuration not stated)	i	28.2%	12.0	5.3%	2.5%	7.9%	-19.3%	3.0	-25.0%
CC(C)(C#N)Nc1ccccc1	i	x	7.0	-6.8%	-1.6%	8.1%	-9.6%	10.0	-8.9%
CSc1nnc(-c2ccc(F)cc2)o1	i	15.5%	0.0	x	-8.9%	7.8%	-0.9%	8.0	5.0%
CCCCSc1nn[nH]n1	i	-17.8%	9.0	x	0.5%	-4.7%	-9.0%	4.0	-6.4%
COc1ccc(S(=O)(=O)NCc2ccccn2)cc1Cl	i	-5.0%	9.0	-1.8%	-1.1%	5.4%	-19.0%	11.0	-4.8%
Cc1ccc(NC(=O)c2oc3c(c2C)C(=O)CC(C)(C)C3)cc1	i	-0.8%	3.0	3.5%	-1.4%	11.7%	1.8%	0.0	-8.9%
Cc1ccc(-c2noc(CN3CCC(C(N)=O)CC3)n2)cc1	i	-19.9%	7.0	0.8%	-0.8%	5.1%	-5.5%	8.0	-10.2%
COc1ccc(/C=N/n2c(SC)nnc2-c2ccccc2)cc1C	i	-0.3%	0.0	x	-1.2%	10.8%	0.0%	26.0	4.7%	Spn PMK inh pilot replicates=0.0;MK inhibit pilot replicates=1.5;DPM-DC inhibit pilot screen %=0.0
O=C(c1ccc2nc(N3CCOCC3)sc2c1)N1CCCC1	i	-7.0%	12.0	-10.9%	9.2%	17.9%	4.8%	3.0	-3.8%	Spn PMK inh pilot replicates=3.0;MK inhibit pilot replicates=0.0;DPM-DC inhibit pilot screen %=4.5

Molecules above that have a furan ring, fused or not:
SMILES	DPM-DC inhibit	HT1080 cytotoxicity	Spn PMK inh	LYP inhibition	Bfl-1 displacement	Alkaline phosphatase	HPDE-C7 viability	MK inhibit	HPDE-C7K KRASV12	others
N#Cc1c(N)nc(SCC(=O)OCc2ccccc2)c(C#N)c1-c1ccco1	i	4.5%	6.0	8.7%	-0.1%	2.9%	-21.9%	9.0	-19.9%
CCOc1ccccc1NC(=O)CSc1nnc(CNC(=O)c2ccco2)o1	i	x	18.0	6.6%	-4.2%	12.4%	6.4%	2.0	-2.7%
Cc1ccc(NC(=O)c2oc3c(c2C)C(=O)CC(C)(C)C3)cc1	i	-0.8%	3.0	3.5%	-1.4%	11.7%	1.8%	0.0	-8.9%

Additional compounds follow:
SMILES	DPM-DC inhibit	HT1080 cytotoxicity	Spn PMK inh	LYP inhibition	Bfl-1 displacement	Alkaline phosphatase	HPDE-C7 viability	MK inhibit	HPDE-C7K KRASV12	others
COCc1[nH]nc2c1C1(C(=O)N(C)c3ccccc31)C(C#N)=C(N)O2 (configuration not stated)	i	-4.4%	12.0	13.2%	0.9%	8.7%	-3.3%	10.0	-15.0%
O=C(O)C1CCN(C(=O)c2ccccc2C(=O)N2CCC(C(=O)O)CC2)CC1	i	12.8%	17.0	7.3%	-13.0%	7.1%	-9.9%	1.0	-4.8%
O=C(CN1C(=O)C2(OCCCO2)c2ccccc21)NCCc1ccccc1	i	33.3%	10.0	14.1%	1.7%	14.9%	-20.4%	0.0	-8.4%
Oc1c(CN2CCN(c3ccccn3)CC2)cc(Cl)c2cccnc12	i	17.0%	5.0	12.0%	-7.8%	24.6%	27.5%	13.0	28.4%
CC(C)c1ccc(-c2nn[nH]n2)cc1	i	-4.8%	15.0	9.4%	0.9%	7.0%	3.6%	0.0	3.2%
O=C(NCc1ccc2c(c1)OCO2)c1cc(S(=O)(=O)N2CCCCC2)ccc1F	i	1.6%	12.0	-0.4%	1.0%	7.9%	-3.8%	0.0	-2.6%
CN1C2C=C3C(C#N)=C(N)C(C#N)(C#N)[C@@H](c4ccc(Cl)cc4)[C@@H]3C1CC2 (some centres not stated)	i	0.0%	0.0	11.7%	12.0%	10.5%	7.2%	0.0	-3.9%	Spn PMK inh pilot replicates=2.5;MK inhibit pilot replicates=0.0;DPM-DC inhibit pilot screen %=3.5
CCOc1ccc(NC(=O)c2cccc(-n3cnnn3)c2)cc1	i	-8.3%	9.0	-3.0%	-3.2%	3.4%	0.4%	1.0	-18.0%
N#CCCCSC1=C(C#N)C(c2ccccc2Cl)CC(=O)N1 (configuration not stated)	i	-2.1%	8.0	-3.3%	2.2%	6.2%	-9.7%	4.0	-6.5%
CC1CCN(CCc2nc3cc(NS(=O)(=O)c4ccccc4)ccc3n2C)CC1	i	10.4%	7.0	-2.6%	-3.9%	7.3%	18.7%	7.0	37.7%
Cc1[nH]c2ccccc2c1C1(O)C(=O)N(Cc2ccc3c(c2)OCO3)c2ccccc21 (configuration not stated)	i	-48.3%	7.0	x	-9.0%	11.1%	-16.7%	1.0	-23.8%
CCc1ccc(NC(=O)c2cc(-c3ccco3)on2)cc1	i	16.2%	7.0	-3.0%	-6.8%	17.0%	35.8%	3.0	41.1%	Spn PMK inh pilot replicates=1.0;MK inhibit pilot replicates=2.0;DPM-DC inhibit pilot screen %=1.5
Cc1ccc(CNc2ncnc3c2cnn3-c2ccccc2)cc1	i	3.7%	13.0	x	4.0%	14.3%	-10.6%	10.0	-23.8%
CC(C)Cn1c2c(c(O)c(C(=O)Nc3ccc(F)cc3)c1=O)CCCC2	i	-8.4%	5.0	x	-7.6%	7.2%	-12.0%	6.0	-28.8%
O=C(NCC(=O)N(CC1CCCO1)C(C(=O)NC1CCCC1)c1cccnc1)c1ccco1 (configuration not stated)	i	3.5%	16.0	x	-2.6%	9.0%	-8.2%	0.0	-11.2%
COc1cccc(OCC(=O)Nc2ccc(OC)c(OC)c2)c1	i	-5.5%	1.0	7.9%	0.2%	9.4%	8.2%	9.0	6.4%

Screens: PubChem BioAssay, several laboratories
